Bioassay records: PubChem BioAssay, National Center for Advancing Translational Sciences (NCATS)
RECQ1 helicase: inhibitors of human RECQ1 DNA helicase; RECQ1 DNA unwinding, red fluorescence kinetic read; Potency, µM (series often up to 57.3 µM), inactives show at the highest dose activity, negative = inhibition, most hits filed as inhibitors; hit rate 0.54% among 240,000; AID 2549;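 also: plate controls were vehicle for no effect and no enzyme for full effect; nearly all actives have a fitted effect of over 30% in size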
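RECQ1T1 50 nM; forked duplex (20 bp + 30-nt ss tails) 200 nM, ATP 2 mM final; pH 8.0, 2 mM MgCl2, 2.5 ug/ml poly(dI-dC); 15 min compound preincubation; discontinuous kinetic read over 2 h at RT.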
TexasRed fluor: alters Texas Red total fluorescence, flagging assay interference; TRb/SRC2 Texas Red total fluorescence interference; Potency, µM (highest dose often 106 µM), inactives show at the top dose fluorescence change, negative = quenching; hit rate 0.29% among 280,000; AID 1479; active = well fitted curve in either direction with a large enough effect; inconclusive = small, poorly fitted or top-dose-only effect; also: % is scaled to controls: 0 for no effect and ±100 for the full control effect
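Flags fluorescent or light-absorbing compounds by total fluorescence, S + 2P, at 555 nm excitation and 632 nm emission. Mixture: 20 nM Texas Red SRC2 peptide, 0.6 uM human TRb LBD, 1 uM T3, 5% DMSO; compound exposure 5 h at ambient temperature.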
Tau fibril FP: tau fibrillization inhibition (FP). P10636. K18 P301L tau heparin fibrillization, Alexa594 FP, 6 h. Potency, µM (series often up to 57.7 µM), for the others: at the top dose activity, negative = inhibition, most hits filed as inhibitors. hit rate 0.39% among 280,000. AID 1468; also: % is scaled to controls: 0 for no effect and ±100 for the full control effect; nearly all actives have a fitted effect of over 55% in size
Target sequence (P10636 561-689 P618L limits assumed): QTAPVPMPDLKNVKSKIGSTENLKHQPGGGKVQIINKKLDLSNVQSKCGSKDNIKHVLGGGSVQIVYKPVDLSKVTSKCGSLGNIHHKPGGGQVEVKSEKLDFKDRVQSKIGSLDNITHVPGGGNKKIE
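Steps: dispense K18 P301L tau (15 uM plus 0.24 uM Alexa 594 tracer, final) in pH 7 sodium acetate; add compound; add heparin (20 uM final); incubate 6 hr, 37 C; add ThT (30 uM final); after 1 hr ambient, read FP.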
L3MBTL1 block: blocks human L3MBTL1; AID 485360; Q9Y468; AlphaScreen L3MBTL1–H3K9me1 peptide binding; Potency, µM (top dose mostly 57.1 µM), inactives show top-dose activity, negative = inhibition, hits mostly inhibitors; hit rate 0.66% among 230,000; also: % is scaled to controls: 0 for no effect and ±100 for the full control effect; nearly all actives have a fitted effect of over 60% in size
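Read-out is AlphaScreen signal from streptavidin donor and nickel chelate acceptor beads (10 ug/mL final each) bridging L3MBTL1 (50 nM) and biotinylated K9-monomethylated H3(1-15) peptide (75 nM), after 30 min compound exposure at room temperature.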
Tau ThT inhib: tau fibrillization inhibition (ThT binding) | recombinant tau K18 P301L, heparin-induced fibrillization, ThT fluorescence | Potency, µM (titrated, usually from 57.4 µM), inactives show at the highest dose activity, negative = inhibition, hits mostly inhibitors | hit rate 2.1% among 270,000 | AID 1460; also: % is scaled to controls: 0 for no effect and ±100 for the full control effect; nearly all actives have a fitted effect of over 55% in size
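Fibril formation assay: tau K18 P301L at 15 uM with trace Alexa 594 label, heparin inducer 20 uM, pH 7 sodium acetate buffer, 37 C for 6 hr; endpoint ThT signal.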
Tau fluor counter: counter-screen for tau fibril formation inhibitors; hit rate 0.93% among 280,000; tau K18 P301L Alexa594 fluorescence, heparin fibrillization; Potency, µM (titrated, usually from 57.7 µM), for inactives: at the highest dose activity change, negative = decrease; also: % is scaled to controls: 0 for no effect and ±100 for the full control effect; nearly all actives have a fitted effect of over 55% in size
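Human tau K18 P301L (15 uM unlabeled, 0.24 uM Alexa 594-labeled) in 100 mM sodium acetate pH 7 with 20 uM heparin, 6 hr at 37 C. ThT 30 uM added, 1 hr ambient; Alexa 594 FP and total fluorescence read at 555/632 nm.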
TRb SRC2 PPI: TRbeta-SRC2 interaction inhibition; TRbeta-SRC2 peptide binding, fluorescence polarization; receptor liganded with 1 µM T3; Potency, µM (titrated, usually from 106 µM), without a hit: at the top dose activity change, negative = inhibition, usual class: inhibitors; hit rate 0.065% among 280,000;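 also: plate controls were bound peptide for no effect and peptide without receptor for full effect; nearly all actives have a fitted effect of over 50% in size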
Target sequence (P10828 whole entry, looked up): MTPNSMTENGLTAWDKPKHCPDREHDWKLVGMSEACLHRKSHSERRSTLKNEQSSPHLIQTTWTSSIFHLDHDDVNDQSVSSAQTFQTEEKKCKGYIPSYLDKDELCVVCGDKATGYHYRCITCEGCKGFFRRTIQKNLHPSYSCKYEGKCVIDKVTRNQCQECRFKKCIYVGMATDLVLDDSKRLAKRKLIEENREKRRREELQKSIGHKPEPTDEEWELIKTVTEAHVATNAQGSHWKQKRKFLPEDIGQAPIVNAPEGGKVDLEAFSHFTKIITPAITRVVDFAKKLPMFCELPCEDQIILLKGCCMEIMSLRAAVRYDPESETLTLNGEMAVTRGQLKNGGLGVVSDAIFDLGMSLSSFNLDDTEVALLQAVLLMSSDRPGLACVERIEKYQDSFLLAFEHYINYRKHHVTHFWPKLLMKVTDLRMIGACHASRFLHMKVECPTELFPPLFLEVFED
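Human TRb ligand-binding domain (0.6 uM) is mixed with 20 nM Texas Red SRC2 peptide and 1 uM T3; after compound addition and 5 hr at ambient temperature, polarization is measured and normalized to unbound and bound controls.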
HTT cytoprotect: Huntington cell model cytoprotection by ATP luminescence | PC12 HTT-Q103 induced, cytoprotection, ATP luminescence, 40 h | Potency, µM (titrated, usually from 56.4 µM), for the others: cytoprotection (ATP increase), most hits filed as activators | hit rate 0.14% among 230,000 | AID 1471;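 also: % of control where 0% means no effect; nearly all actives have a fitted effect of over 45% in size; toxic huntingtin expression switched on by the ecdysone agonist tebufenozide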
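Stable PC12 Q103-GFP cells in serum-supplemented, phenol red-free DMEM; induction by tebufenozide at 100 nM final; compound dose series; cell viability quantified luminescently from ATP.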
An asterisk follows results filed as active; i = inactive; ? = inconclusive; nt = no result given; [ ] = another dose, or the depositor's remark. Unless noted, calls follow the shape of the dose curve; as a rule, active = well fitted curve in the direction sought with a large enough effect; inconclusive = small, poorly fitted or top-dose-only effect, or another doubt; inactive = no such curve, though single readings can be large; an effect the other way counts as inactive or inconclusive. Potency is read from the fitted curve at half-maximal effect. Not all compounds are listed. The share of hits here may be higher or lower than overall.

| nr | Structure | RECQ1 helicase | TexasRed fluor | Tau fibril FP | L3MBTL1 block | Tau ThT inhib | Tau fluor counter | TRb SRC2 PPI | HTT cytoprotect |
| --- | --- | --- | --- | --- | --- | --- | --- | --- | --- |
| 1 | CC1(C)CC(=O)C(C(N)=NC(=O)c2ccccc2)=C(O)C1 | i | -5% | 5% | nt | -8% | -3% | -7% | -24% |
| 2 | CN(C)S(=O)(=O)c1ccc(C(=O)Nc2ccccc2SCCC#N)cc1 | i | 0% | -7% | nt | -15% | -17% | -1% | -18% |
| 3 | Cc1nc2sc(C(c3cccs3)N3CCC4(CC3)OCCO4)c(O)n2n1 (stereo unspecified) | -4% | -11% | -2% | -4% | -6% | -2% | -1% | -2%[10 µM] |
| 4 | CC(C)(C)NC(=O)CN(C(=O)CS(=O)CC(=O)Nc1ccc(F)cc1)c1ccc2c(c1)OCCO2 (stereo unspecified) | 8% | 0% | 13% | -20% | -5% | 1% | -6% | ? |
| 5 | O=C(O)CCC(=O)NCC(=O)c1ccc(F)cc1 | -11% | -1% | -2% | 15% | -1% | -2% | 4% | 7%[10 µM] |
| 6 | COc1ccc(C)cc1-n1nnc(S(=O)(=O)c2ccc(C)cc2)c1C | nt | -2% | -5% | nt | -6% | -28% | 0% | nt |
| 7 | Nc1ccc2c(c1)-c1ccccc1S(=O)(=O)N2 | ? | -5% | ? | ? | ? | ? | -7% | -18% |
| 8 | Cc1ccc(CN2C(=O)C3(SCC(=O)N3c3ccc(C)c(C)c3)c3ccccc32)cc1 (stereo unspecified) | nt | -2% | -1% | nt | ? | -27% | 4% | nt |
| 9 | COc1ccc(N2CCN(c3ncnc4c3cnn4-c3ccc(F)cc3)CC2)cc1 | nt | 2% | 1% | nt | -1% | 7% | 1% | nt |
| 10 | Cc1nc(SC(C)C(=O)Nc2ccccc2C)cc(-c2ccccc2)n1 (stereo unspecified) | nt | -5% | -3% | nt | -8% | -11% | 0% | nt |
| 11 | O=c1cc(N2CCc3ccccc32)[nH]c(=O)n1-c1ccccc1Cl | -2% | -1% | -13% | nt | ? | -17% | 0% | -22% |
| 12 | CCOc1ccccc1NC(c1nnc(-c2ccccc2)o1)c1ccc(F)cc1Cl (stereo unspecified) | nt | -2% | 3% | nt | -15% | -27% | 2% | nt |
| 13 | COc1cc(/C=C2/SC(=NCc3ccccc3)N(Cc3ccccc3)C2=O)ccc1O | -5% | 1% | -3% | nt | ? | 10µM*[quencher] | -1% | -22% |
| 14 | COc1ccc(NC(=S)N2CCN(CCN=CC3=C(O)CC(c4ccccc4)CC3=O)CC2)cc1 (stereo unspecified) | -13% | 1% | -3% | -9% | -20% | -12% | 1% | nt |
| 15 | CCOc1ccc(-c2nnc(SCC(=O)NC3CCCCC3)nc2-c2ccc(OCC)cc2)cc1 | nt | -1% | -10% | nt | -5% | -7% | -2% | nt |

Quoted from the entries so far, two compounds:
| nr | Structure | RECQ1 helicase | TexasRed fluor | Tau fibril FP | L3MBTL1 block | Tau ThT inhib | Tau fluor counter | TRb SRC2 PPI | HTT cytoprotect |
| --- | --- | --- | --- | --- | --- | --- | --- | --- | --- |
| 11 | O=c1cc(N2CCc3ccccc32)[nH]c(=O)n1-c1ccccc1Cl | -2% | -1% | -13% | nt | ? | -17% | 0% | -22% |
| 12 | CCOc1ccccc1NC(c1nnc(-c2ccccc2)o1)c1ccc(F)cc1Cl (stereo unspecified) | nt | -2% | 3% | nt | -15% | -27% | 2% | nt |

Continued:
| nr | Structure | RECQ1 helicase | TexasRed fluor | Tau fibril FP | L3MBTL1 block | Tau ThT inhib | Tau fluor counter | TRb SRC2 PPI | HTT cytoprotect |
| --- | --- | --- | --- | --- | --- | --- | --- | --- | --- |
| 16 | Cc1ccc(-c2noc(-c3cc4ccccc4oc3=O)n2)cc1 | -7% | -3% | -3% | 2% | ? | -11% | -7% | -5% |
| 17 | COc1ccc(C(=O)NC(=O)CSc2nnc(-c3ccco3)n2-c2ccccc2)cc1 | -14% | 0% | -2% | -2% | -8% | -10% | 0% | -5% |
| 18 | CCCN1C(C(=O)c2ccccc2)=C(OC(=O)COc2ccc(C)cc2)c2ccccc2S1(=O)=O | nt | -7% | ? | nt | ? | -4% | 2% | nt |
| 19 | O=C(Cc1cccc2ccccc12)NCC1CCCO1 (stereo unspecified) | -7% | 1% | -3% | 5% | -6% | -2% | -6% | -15% |
| 20 | Cc1c(C(=O)N(Cc2ccc(N(C)C)cc2)CC2CCCO2)oc2ccc(Cl)cc12 (stereo unspecified) | nt | 0% | 8% | nt | -11% | -17% | -3% | nt |
| 21 | COCCNC(=O)CCSc1nc(-c2ccc3c(c2)OCO3)cc(C(F)(F)F)n1 | nt | -10% | 9% | nt | -3% | -4% | 0% | nt |
| 22 | O=C(Cc1ccc(S(=O)(=O)N2CCOCC2)s1)Nc1ccc2c(c1)CCC2 | -16% | 7% | 1% | -4% | -10% | ? | 0% | 6% |
| 23 | COC(OC)c1ccnc(SCc2ccccc2Cl)n1 | -8% | 0% | 7% | 31%[activator] | -5% | 5% | 7% | 8%[10 µM] |
| 24 | Cc1cc(C)c(S(=O)(=O)Nc2ccc(-c3ccc(N4CCCCCC4)nn3)cc2)cc1C | nt | -2% | -12% | nt | ? | -16% | 2% | nt |
| 25 | O=C(CN1CCN(c2ccccc2F)CC1)c1ccc2cc[nH]c2c1 | -2% | -3% | -1% | 0% | ? | -14% | 2% | -3% |
| 26 | O=C(Nc1cccc(F)c1)C1CCCN1S(=O)(=O)c1cccc2cccnc12 (stereo unspecified) | -10% | 2% | 8% | nt | -12% | -15% | -2% | -6% |
| 27 | O=C(CSc1nnc(-c2cccc(Cl)c2)o1)Nc1ccc2c(c1)OCCO2 | 0% | -5% | ? | 5% | -2% | -28% | 2% | -11%[10 µM] |
| 28 | CC(=O)Nc1ccc(NC(=O)/C=C/c2ccc(Cl)cc2)cc1 | i | -1% | -12% | nt | -20% | -13% | 1% | -32%[inhibitor] |
| 29 | CC(=O)OC(C(=O)NC1CCCCC1)c1ccccc1F (stereo unspecified) | i | -3% | -2% | 4% | -9% | -7% | 2% | 5%[10 µM] |
| 30 | CSc1cccc(NC(=O)CN(c2cc(C)ccc2C)S(C)(=O)=O)c1 | -9% | -1% | 2% | 0% | 2% | -23% | -2% | 0% |

(list continues)
| nr | Structure | RECQ1 helicase | TexasRed fluor | Tau fibril FP | L3MBTL1 block | Tau ThT inhib | Tau fluor counter | TRb SRC2 PPI | HTT cytoprotect |
| --- | --- | --- | --- | --- | --- | --- | --- | --- | --- |
| 31 | CCCN1C=CC(=CC=C(C#N)C#N)C=C1 | -3% | 0% | -5% | -21% | ? | -16% | 5% | -5%[10 µM] |
| 32 | Cc1cc(C)cc(N(C(=O)c2ccc(Br)o2)C2C=CS(=O)(=O)C2)c1 (stereo unspecified) | ? | 0% | -1% | nt | -3% | -4% | 4% | -5% |
| 33 | CCn1c(=O)cc(O)c2ccccc21 | i | 2% | 5% | 0% | -4% | -3% | -22% | -17% |
| 34 | COc1ccc2cc(C(C)CO)ccc2c1 (stereo unspecified) | -2% | 0% | -2% | nt | -8% | -6% | 0% | 1% |
| 35 | CCN(CC)CCCNC(=O)c1cc2nc3c(c(C(F)(F)F)n2n1)CCc1ccccc1-3 | i | -3% | 5% | nt | -4% | -3% | -4% | -35% |
| 36 | CC1CCCCC1NC(=O)c1ccc(S(=O)(=O)N2CCCC2)cc1 (stereo unspecified) | i | 0% | 5% | nt | -5% | -4% | -2% | -10% |
| 37 | CCNC(=O)Nc1ccc(OC)cc1OC | i | -1% | -2% | 7% | -2% | -2% | -6% | -12% |
| 38 | CC(C)(C)C1CCC(OC(=O)c2cncc(Br)c2)CC1 (stereo unspecified) | i | 2% | 1% | 3% | 1% | 6% | 2% | -22% |
| 39 | COc1ccc2cc(CN(CC3CCCO3)S(=O)(=O)c3ccccc3)c(=O)[nH]c2c1 (stereo unspecified) | i | 0% | -1% | nt | -15% | -16% | -2% | -7% |
| 40 | CCCCCCSc1nnc(-c2cnn(-c3ccccc3)c2-n2cccc2)n1C | -13% | -6% | 8% | nt | ? | -14% | 3% | 2% |

In the list so far, these contain a Cl atom.
| nr | Structure | RECQ1 helicase | TexasRed fluor | Tau fibril FP | L3MBTL1 block | Tau ThT inhib | Tau fluor counter | TRb SRC2 PPI | HTT cytoprotect |
| --- | --- | --- | --- | --- | --- | --- | --- | --- | --- |
| 11 | O=c1cc(N2CCc3ccccc32)[nH]c(=O)n1-c1ccccc1Cl | -2% | -1% | -13% | nt | ? | -17% | 0% | -22% |
| 12 | CCOc1ccccc1NC(c1nnc(-c2ccccc2)o1)c1ccc(F)cc1Cl (stereo unspecified) | nt | -2% | 3% | nt | -15% | -27% | 2% | nt |
| 20 | Cc1c(C(=O)N(Cc2ccc(N(C)C)cc2)CC2CCCO2)oc2ccc(Cl)cc12 (stereo unspecified) | nt | 0% | 8% | nt | -11% | -17% | -3% | nt |
| 23 | COC(OC)c1ccnc(SCc2ccccc2Cl)n1 | -8% | 0% | 7% | 31%[activator] | -5% | 5% | 7% | 8%[10 µM] |
| 27 | O=C(CSc1nnc(-c2cccc(Cl)c2)o1)Nc1ccc2c(c1)OCCO2 | 0% | -5% | ? | 5% | -2% | -28% | 2% | -11%[10 µM] |
| 28 | CC(=O)Nc1ccc(NC(=O)/C=C/c2ccc(Cl)cc2)cc1 | i | -1% | -12% | nt | -20% | -13% | 1% | -32%[inhibitor] |
